Source: PubChem BioAssay (MTDP)
RNase H inhibition = RNase H inhibition, HIV 1 Gag Pol polyprotein, FRET biochemical assay, screening (AID 372) | HIV-1 RT RNase H, FRET RNA/DNA substrate fluorescence; higher % means a stronger effect | inhibition, % at 10 µM; hits with a dose series show IC50 in µM | actives 0.77% (n = 100,000); in the data active means inhibition above about 50%
Starred values were filed as active, the others as inactive.

SMILES	RNase H inhibition
COC(=O)c1c(-c2ccccc2)csc1NC(=O)C1CCCCC1C(=O)O (stereo not given)	2%
CC(NC(=O)COc1ccc(Br)cc1)c1ccccc1 (stereo not given)	10%
O=C(Nc1ccccc1)Nc1ccc(-c2ccc(NC(=O)Nc3ccccc3)cc2)cc1	7%
CCCC(=O)Nc1nc(-c2ccccc2)cs1	12%
O=C1CC(SC(=NCCc2ccccc2)Nc2ccc(Cl)cc2)C(=O)N1c1ccc(F)cc1 (stereo not given)	25%
O=C(CSc1nc2ccc(N3C(=O)c4ccccc4C3=O)cc2s1)c1ccc(Cl)cc1	56%*
COc1ccc(C2/C(=C(/O)c3ccccc3)C(=O)C(=O)N2c2ccc(Cl)cc2)cc1OC (stereo not given)	4%
O=C(Nc1ccc(Cl)cc1)Nc1ccc(F)c(Cl)c1	11%
CCn1c(=N)n(CC(O)COc2ccccc2)c2ccccc21 (stereo not given)	11%
CCOC(=O)C1=NNC2(c3ccc(Cl)cc3)C(=O)N(c3cccc(OC)c3)C(=O)C12 (stereo not given)	5%
COc1ccc(C(=O)O/N=C2\CCCc3c2ccc(O)c3C)cc1OC	13%
CC(=O)Nc1ccc(S(=O)(=O)NNC(=O)c2cccc(Cl)c2)cc1	0%
Nc1nonc1C(=O)OCc1ccccc1Cl	0%
COc1ccc(-c2cc3c(ccc4ccccc43)oc2=O)cc1OC	8%
COC(=O)c1ccccc1-c1ccc(/C=C2/SC(=S)N(CC(=O)O)C2=O)o1	7%
CC1=C(C(=O)OCC2CCCCC2)C(c2cccc(OCc3ccccc3)c2)NC(=O)N1 (stereo not given)	19%
CCOc1c(I)cc(/C=N/NC(=O)Cn2nnc(-c3ccccc3)n2)cc1OC	12%
O=C(Nc1ccccc1)Nc1ccc(I)cc1F	6%
O=c1c(-c2ccccc2)c(C(F)(F)F)oc2cc(O)ccc12	24%
CC(=O)NC1=NC(=O)/C(=C\c2ccc(-c3ccc([N+](=O)[O-])cc3)o2)S1	6%
Cc1ccc2oc(-c3cc(NC(=O)c4cc(I)ccc4Cl)ccc3O)nc2c1	14%
COc1cc(NC(=O)c2cc(-c3cc(C)ccc3C)nc3ccccc23)c(OC)cc1Cl	5%
O=C(Nc1ccc2nn(-c3ccccc3)nc2c1)c1cccc(F)c1	5%
Cc1ccc2nc(SCCOc3ccccc3)[nH]c2c1	5%
O=C(NOC(=O)c1ccccc1I)c1ccc(Cl)cc1	4%
Cc1ccc(/C=C2\SC(=S)N(c3ccc(F)cc3)C2=O)o1	33%
CC1=C(C(=O)OCCOc2ccccc2)C(c2ccc(Cl)c(Cl)c2)C2=C(CCCC2=O)N1 (stereo not given)	5%
CCOc1ccc(C2C(C(=O)OCCc3ccccc3)=C(C)NC3=C2C(=O)CC(c2ccccc2)C3)cc1OC (stereo not given)	4%
O=C(Cc1nc2ccccc2[nH]1)NCc1ccccc1	2%
CCCCOC(=O)C1=C(C)NC(=O)NC1c1ccccc1F (stereo not given)	4%
COCCOC(=O)C1=C(C)NC2=C(C(=O)CC(c3ccc(OC)cc3)C2)C1c1ccc2c(c1)OCO2 (stereo not given)	0%
O=c1oc(-c2ccco2)cc(-c2ccccc2)c1-c1ccccc1	4%
CC(C)(C)OC(=O)NNC(=O)c1ccco1	23%
CCOC(=O)C1CCCN(Cc2ccc(Cl)c(Cl)c2)C1 (stereo not given)	6%
CCOC(=O)C1=C(C)N=c2s/c(=C\c3ccc(N(C)C)c(Br)c3)c(=O)n2C1c1ccc(SC)cc1 (stereo not given)	6%
O=C(NC(=S)Nc1ccc(F)c([N+](=O)[O-])c1)c1ccc(-c2ccccc2)cc1	0%
COc1ccc(C2CC(=O)C3=C(C2)NC(C)=C(C(=O)OCC(C)C)C3c2ccc(Cl)cc2)cc1 (stereo not given)	8%
Cc1ccc(NC(=O)c2c(NC(=O)c3cccs3)sc3c2CCC3)cc1	22%
O=C(NCc1ccccn1)c1ccc([N+](=O)[O-])cc1	0%
COc1cc(C2NC(=O)NC(C)=C2C(=O)OCCOC(C)C)ccc1OCc1ccccc1 (stereo not given)	4%
O=C(NC(=S)Nc1ccc2c(c1)C(=O)c1ccccc1C2=O)c1ccc(Cl)cc1	11%
CCCCOc1ccc(/C=N/Nc2nc(-c3ccccc3)cc(-c3ccccc3O)n2)cc1	10%
O=C(NC(=S)Nc1ccc(-c2nc3ncccc3o2)cc1)c1cccc(Cl)c1	59%*
C=CCNC(=O)c1cnn(-c2ccccc2)c1NC(=O)c1cccc(F)c1	6%
COc1cc(Br)cc(/C=N/N(C)C2=NS(=O)(=O)c3cc([N+](=O)[O-])ccc32)c1OC	15%
CC1CCCCN1S(=O)(=O)c1ccc(Cl)cc1 (stereo not given)	0%
Cc1cc(C)cc(NC(=O)C(=O)NC(C)c2ccccc2)c1 (stereo not given)	11%
CCOC(=O)c1ccc(NC(=O)C(=O)NCc2ccccn2)cc1	0%
OCCNc1nc(-c2ccccc2Cl)nc2ccccc12	0%
COc1ccc(C(=O)Nc2cccc(-c3nc4ccccc4o3)c2C)cc1	12%
(listing goes on)
SMILES	RNase H inhibition
Brc1ccc(CN2CCN(C3CCCC3)CC2)cc1	7%
O=C1Oc2ccccc2C(=O)/C1=C/c1cccc2ccc(O)cc12	12%
CCCCOC(=O)COC(=O)COc1c(Cl)cc(Cl)cc1Cl	15%
CC(C)C12CN3CC(C(C)C)(CN(C1)C3c1ccc(N(C)C)cc1)C2=O (stereo not given)	3%
Cc1onc(-c2ccccc2)c1C(=O)N/N=C/c1c[nH]c2ccccc12	19%
CN1CCN(C(=O)c2ccc(F)c(F)c2)CC1	16%
COc1ccc(/C=N/NC(=O)COc2ccc3c(C)cc(=O)oc3c2)cc1	31%
C/C(=N\NC(=O)c1cc2ccccc2cc1O)c1ccc(C)cc1	1%
Cc1ccccc1C(=O)Nc1cc(C(=O)O)cc(C(=O)O)c1	9%
Cc1cc(=O)oc2c(CN3CC(C)OC(C)C3)c(O)ccc12 (stereo not given)	0%
O=C(Nc1ccc(F)cc1)c1ccccc1F	0%
O=C(Nc1ccc(OC(F)(F)F)cc1)c1ccc(OCc2ccccc2)cc1	5%
Cc1c([N+](=O)[O-])c([N+](=O)[O-])nn1CC(=O)N1CCOCC1	11%
Clc1ccc(CN2CCN(/N=C/c3c4ccccc4cc4ccccc34)CC2)cc1	25%
CCOC(=O)C1CCN(S(=O)(=O)c2ccc(OC)cc2)CC1	6%
CCOC(=O)C1=C(C)N=c2s/c(=C\c3ccccc3OCc3ccccc3)c(=O)n2C1c1ccc2c(c1)OCO2 (stereo not given)	0%
CC(=O)Nc1nc(C)c(-c2csc(NCc3ccccc3)n2)s1	7%
CCN(C(=O)Cc1ccccc1)C1CCCCC1	1%
CC(C)(C)c1ccc(/C=N\Nc2nc3ccccc3s2)cc1	13%
COc1ccc(-c2nnc(N)s2)cc1	7%

Of the compounds above, these have an aryl thioether with sulfur outside any ring.
SMILES	RNase H inhibition
O=C(CSc1nc2ccc(N3C(=O)c4ccccc4C3=O)cc2s1)c1ccc(Cl)cc1	56%*
Cc1ccc2nc(SCCOc3ccccc3)[nH]c2c1	5%
CCOC(=O)C1=C(C)N=c2s/c(=C\c3ccc(N(C)C)c(Br)c3)c(=O)n2C1c1ccc(SC)cc1 (stereo not given)	6%

Reformatted: results already given
molecule: Clc1ccc(CN2CCN(/N=C/c3c4ccccc4cc4ccccc34)CC2)cc1
  RNase H inhibition = 25%

molecule: CCOC(=O)C1CCN(S(=O)(=O)c2ccc(OC)cc2)CC1
  RNase H inhibition = 6%

molecule: CCOC(=O)C1=C(C)N=c2s/c(=C\c3ccccc3OCc3ccccc3)c(=O)n2C1c1ccc2c(c1)OCO2 (stereo not given)
  RNase H inhibition = 0%

molecule: CC(=O)Nc1nc(C)c(-c2csc(NCc3ccccc3)n2)s1
  RNase H inhibition = 7%

Next section:
SMILES	RNase H inhibition
O=C1C(=O)N(c2ccccc2)C(c2ccccc2[N+](=O)[O-])/C1=C(/O)c1ccccn1 (stereo not given)	0%
O=C(c1ccccc1F)N1CCN(c2ccc(Cl)cc2[N+](=O)[O-])CC1	3%
CCCn1c(=S)[nH]c2ccccc21	4%
O=c1c(Cl)c(Cl)cnn1-c1cccc(Cl)c1	0%
C=CCc1cc(/C=C2/SC(=S)NC2=O)cc(OCC)c1O	14%
O=C(Nc1cccc(Br)c1)c1cccc(N2C(=O)c3ccccc3C2=O)c1	6%
O=C(NN1CCOCC1)c1cc2ccccc2oc1=O	7%
CC(C)C(=O)Nc1ccc(O)cc1C(=O)O	0%
CCC(C)(C)C(=O)Nc1ccc(Cl)cc1	0%
CCCCOC(=O)C1=C(C)NC2=C(C(=O)CCC2)C1c1cccc(F)c1 (stereo not given)	3%
COc1ccc(NC(=O)c2cnn3c(C(F)(F)F)cc(-c4ccccc4)nc23)cc1OC	3%
COc1ccc(OCC(=O)N=Nc2c(O)[nH]c3ccc(I)cc23)cc1	0%
CSc1ccc(C=Nc2cc([N+](=O)[O-])ccc2F)cc1	2%
Cc1ccc2nc(-c3ccc(Cl)cc3)cc(C(=O)O)c2c1	8%
COC(=O)c1cccc2c1NC(=O)C2=O	5%
Cc1ccc(N=Cc2ccc(C)cc2O)cc1	6%
O=C(Nc1ccccc1I)c1ccccc1C(F)(F)F	0%
COc1ccc(-c2n[nH]c(=S)n2N=Cc2ccc(Cl)c(Cl)c2)cc1	15%
COc1cccc(C2C(C(=O)OCCc3ccccc3)=C(C)NC3=C2C(=O)CCC3)c1OC (stereo not given)	9%
Cn1c2ccccc2c(=O)c2cc3c(cc21)c(=O)c1ccccc1n3C	0%
CCN(CC)c1ccc(C=Nc2c(C)cc(C)cc2C)cc1	14%
O=C(CSc1nc2sc3c(c2c(=O)n1-c1ccccc1)CCC3)Nc1ccccc1[N+](=O)[O-]	8%
COc1ccc(N(CC(=O)N/N=C/c2ccc(-c3ccc([N+](=O)[O-])cc3)o2)S(=O)(=O)c2ccc(C)cc2)cc1	7%
O=C(O)/C=C/c1ccc(S(=O)(=O)Nc2ccccn2)cc1	0%
COc1ccc(/C=C/C(=O)O)cc1S(=O)(=O)N1CCc2ccccc21	1%
COc1ccc(Cl)cc1C(=O)Nc1cccc(C)c1C	2%
CN(C)S(=O)(=O)c1ccc(C(=O)N(CCCCN2C(=O)c3ccccc3C2=O)c2ccc(F)cc2F)cc1	14%
O=C(Oc1ccc2oc(=O)sc2c1)c1ccccc1Br	12%
CCCCCCOc1ccc(N2C(=O)CC(N3CCC(C)CC3)C2=O)cc1 (stereo not given)	9%
COc1ccc(-c2cc(C(F)(F)F)n3nc(C(=O)N4CCN(Cc5ccccc5)CC4)c(Cl)c3n2)cc1	5%
COc1ccc(OC)c(/C=N/NC(=O)CSc2nnc(C)n2-c2ccccc2)c1	13%
O=C(Cc1ccccc1)Nc1cc(Cl)c(Cl)cc1Cl	3%
N/C(=N/OC(=O)c1cccc([N+](=O)[O-])c1)c1ccc(Br)cc1	6%
COc1ccc(NC(=O)/C(=C/c2cccs2)NC(=O)c2cccs2)cc1	6%
Cc1onc(-c2ccccc2Cl)c1C(=O)N1CCN(C/C=C/c2ccccc2)CC1	0%
COc1ccc(/C=C/C(=O)NCCSc2ccc(C)cc2)cc1	11%
COc1cccc(OCCCOc2ccc(C=O)cc2OC)c1	21%
Cc1ccc(OCC(=O)O/N=C(\N)c2cccc([N+](=O)[O-])c2)c(C)c1	9%
CCOC(=O)c1c(NC(=O)/C(C#N)=C\c2ccc(O)cc2)sc2c1CCCC2	29%
COC(=O)c1ccccc1NC(=O)c1nn2c(C(F)(F)F)cc(-c3ccccc3)nc2c1Cl	6%
COc1cc(C=O)cc(I)c1OCc1cccc([N+](=O)[O-])c1	4%
CCOC(=O)C1=C(C)N=c2s/c(=C\c3ccc(C(=O)O)cc3)c(=O)n2C1c1ccc(OC)cc1 (stereo not given)	13%
CC(C)c1nnc(NC(=O)/C=C/c2ccccc2)s1	9%
Cc1c(-c2ccc(Cl)cc2Cl)nc2ccccc2c1C(=O)O	0%
Oc1ccc(Cl)cc1N=Cc1ccc(F)cc1	5%
O=C(NC(NC(=S)Nc1ccc(Br)cc1)C(Cl)(Cl)Cl)c1ccccc1F (stereo not given)	46%
O=C(c1nn2c(C(F)(F)F)cc(-c3ccco3)nc2c1Cl)N1CCOCC1	6%
Cc1ccc(NC(=O)CCN2C(=O)c3cccc([N+](=O)[O-])c3C2=O)c(Br)c1	15%
O=[N+]([O-])c1ccc(Oc2ccc(S(=O)(=O)Nc3ccccn3)cc2)cc1	13%
COc1ccccc1Nc1nc(Nc2ccccc2OC)c([N+](=O)[O-])c(N)c1[N+](=O)[O-]	0%
The results go on.
SMILES	RNase H inhibition
COC1=C(Cc2ccccc2)C(=O)OC2C=CC=CC12 (stereo not given)	1%
CCOc1cc(C2C(C(=O)OC(C)C)=C(C)NC3=C2C(=O)CCC3)ccc1O (stereo not given)	1%
Cc1cccc(NC(=O)C(=O)N/N=C/c2ccc(C)o2)c1	6%
CC(C)(C)NC(=O)C1C(C=C(Cl)Cl)C1(C)C (stereo not given)	5%
CCOc1ccc2c(c1)C(C)=CC(C)(C)N2S(=O)(=O)c1ccc(NC(C)=O)cc1	10%
Fc1cnc(NN=Cc2cccs2)nc1N1CCOCC1	8%
CCOc1ccc(/C=C2\C(=O)NC(=S)N(c3cccc(Cl)c3)C2=O)cc1Cl	12%
N#CC(C#N)=NNc1ccccc1C(N)=O	10%
Cc1cccnc1NC(=S)NC(=O)c1cccc(I)c1	15%

Random excerpt: six compounds from above
SMILES	RNase H inhibition
CC(C)C12CN3CC(C(C)C)(CN(C1)C3c1ccc(N(C)C)cc1)C2=O (stereo not given)	3%
COC1=C(Cc2ccccc2)C(=O)OC2C=CC=CC12 (stereo not given)	1%
CCOC(=O)C1=C(C)N=c2s/c(=C\c3ccc(C(=O)O)cc3)c(=O)n2C1c1ccc(OC)cc1 (stereo not given)	13%
O=c1c(Cl)c(Cl)cnn1-c1cccc(Cl)c1	0%
O=C(Cc1ccccc1)Nc1cc(Cl)c(Cl)cc1Cl	3%
Cc1cc(=O)oc2c(CN3CC(C)OC(C)C3)c(O)ccc12 (stereo not given)	0%

This is a subset, so the mix of outcomes need not match the whole.
